Screens from PubChem.
MITF inh: blocks human microphthalmia-associated transcription factor | O75030 | AlphaScreen MITF homodimerization, bead proximity signal | inhibition, % at 2.6 µM | 650,000 compounds, 0.91% hits | AID 1259374; in the data active means inhibition above about 50%;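 further: 0% = vehicle wells with protein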
TEAD-YAP inh: TEAD-YAP interaction inhibition | 640,000 compounds, 1.4% hits | inhibition, % at 9.12 µM | HEK-TIYL cells, TEAD-Gal4/YAP UAS-luciferase luminescence; in the data active means inhibition above about 32%;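 further: 0% = median of test compound wells and 100% = reference inhibitor wells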
FBW7 act: activators of human E3 ligase FBW7 | Q969H0 | AlphaScreen FBW7–phospho-cyclin E peptide binding, activator screen | normalized activity (activation), % at 26.1 µM | 650,000 compounds, 0.13% hits | AID 1259310; in the data active means normalized activity above about 1.9%;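 further: purified mutant Fbw7 with reduced substrate affinity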
Target sequence (Q969H0 whole entry, looked up): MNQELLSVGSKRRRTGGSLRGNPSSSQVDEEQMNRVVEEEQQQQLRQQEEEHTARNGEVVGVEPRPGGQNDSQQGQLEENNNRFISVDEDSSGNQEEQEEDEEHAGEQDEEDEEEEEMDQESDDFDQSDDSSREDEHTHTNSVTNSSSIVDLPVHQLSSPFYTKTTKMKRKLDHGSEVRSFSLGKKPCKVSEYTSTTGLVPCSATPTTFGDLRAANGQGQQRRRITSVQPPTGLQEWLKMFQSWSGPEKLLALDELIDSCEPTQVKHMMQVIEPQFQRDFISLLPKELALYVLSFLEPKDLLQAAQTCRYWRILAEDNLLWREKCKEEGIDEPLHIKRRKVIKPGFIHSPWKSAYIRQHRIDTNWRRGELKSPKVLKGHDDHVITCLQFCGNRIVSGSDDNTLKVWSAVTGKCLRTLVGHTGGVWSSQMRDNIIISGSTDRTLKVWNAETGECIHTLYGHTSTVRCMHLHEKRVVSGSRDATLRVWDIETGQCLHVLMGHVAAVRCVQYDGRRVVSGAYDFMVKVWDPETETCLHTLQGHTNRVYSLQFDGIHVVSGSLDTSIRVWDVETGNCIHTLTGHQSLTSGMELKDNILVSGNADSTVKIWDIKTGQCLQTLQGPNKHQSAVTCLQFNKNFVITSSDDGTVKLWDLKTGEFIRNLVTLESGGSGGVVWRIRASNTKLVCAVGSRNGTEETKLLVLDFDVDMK
GPR151 ag: activates the human receptor GPR151; Q8TDV0; PathHunter beta-arrestin GPR151 cells, luminescence; activation, % at 11.2 µM; 650,000 compounds, 1% hits; AID 1508602; in the data active means activation above about 4.9%;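 further: 0% = median of compound wells and 100% = cells with positive control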
Numbers without * were called inactive.

entry	Structure	FBW7 act	TEAD-YAP inh	MITF inh	GPR151 ag
1	O=C(C1c2ccccc2Oc2ccccc21)N1CCN(c2ccc([N+](=O)[O-])cc2)CC1	-0.1	-6	7	2.0
2	CCOc1ccc(N(C(C)C(=O)N(C)C)S(C)(=O)=O)cc1 (centres undefined)	0.1	9	8	3.1
3	N#CC1=C(N)N(c2ccc(F)cc2)C2=C(C(=O)CCC2)C1c1cccnc1 (centres undefined)	-0.1	6	6	2.0
4	O=C(Nc1cc(NC(=O)c2ccc(Br)cc2)cc(Oc2ccc(O)cc2)c1)c1ccc(Br)cc1	0.1	8	5	0.6
5	O=C(Nc1ccc2nc(-c3ccc(Cl)cc3)[nH]c2c1)C1CCCCC1	0.3	-49	5	1.8
6	CCOc1cc(/C=C2/C(=O)N=C(N)N2C)cc(Br)c1O	-0.1	9	11	-0.9
7	Cc1ccc(S(=O)(=O)N2CCN(C(=O)c3ccccc3)C2C(C)C)cc1 (centres undefined)	-0.1	0	-14	-0.4
8	Cc1cc(/C=C(\C#N)c2nc3ccccc3[nH]2)c(C)n1C1CC1	0.0	-30	-1	2.1
9	Cc1cc(C)c(NC(=O)CN2C(=O)CSCC2=O)c(C)c1	0.1	-12	-5	0.3
10	COc1ccc(NC(=O)Nc2ccc(Cl)cn2)cc1	-0.2	-66	1	0.5
11	CC1CCN(Cc2ccc(N)cc2)CC1	0.0	12	2	0.6
12	O=C(Nc1ccc(Cl)c(Cl)c1)N1CCN(c2ccc3nncn3n2)CC1	0.0	2	-6	2.5
13	O=C1CSC(c2cn(-c3ccccc3)nc2-c2ccccc2)N1Cc1ccco1 (centres undefined)	-0.1	6	-3	-1.0
14	COc1ccc(OC)c(-c2nnc(SCC(=O)N3CCCc4ccccc43)o2)c1	0.1	8	9	1.7
15	C/C=C/c1ccc(OCCCN2CC(C)OC(C)C2)c(OC)c1 (centres undefined)	-0.1	-4	50	-1.2
16	O=Cc1cc(Cl)cc(Cl)c1OC(=O)N1CCOCC1	-0.1	-2	-4	0.8
17	COc1cc(Nc2cc(N3CCN(c4cccc(C(F)(F)F)c4)CC3)c3noc4c3c2C(=O)c2ccccc2-4)cc(OC)c1OC	0.8	1	-11	1.4
18	O=C(N/N=C/c1ccccc1Cl)c1cc[n+]([O-])cc1	0.6	2	8	3.1
19	O=C(CSc1ccccc1C(=O)NCCCN1CCCC1=O)NCc1ccco1	0.2	1	16	-0.9
20	CC(=O)Nc1ccc(CC2(C)C(=O)Nc3ccccc32)cc1 (centres undefined)	-0.2	5	5	-0.2
21	Clc1ccc2nc(CSc3nc4ccccc4o3)c(Cl)n2c1	0.0	-36	-8	1.2
22	COc1ccc(C(=O)NNC(=O)C(=O)NCc2ccccc2)cc1	0.4	5	13	-1.3
23	CCOC(=O)c1nn(-c2ccccc2)c(=O)c2c(NC(=O)C(CC)CC)scc12	0.0	13	-9	-0.1
24	COC(=O)c1csc(S(=O)(=O)NCc2nn(-c3ccccc3)nc2C)c1OC	0.2	2	-9	-0.2
25	CCOC(=O)C1CCCN(C(=O)c2c[nH]c3ccc(S(=O)(=O)N(C)c4ccc(OCC)cc4)cc3c2=O)C1 (centres undefined)	-0.1	8	10	-1.8
26	O=[N+]([O-])c1cccc(-c2csc(N3CCN(c4ncccn4)CC3)n2)c1	0.0	-4	-1	0.1
27	Cc1ccc(OC(=O)c2cc(C(C)(C)C)cc(C(C)(C)C)c2)c(-n2nc3ccccc3n2)c1	-0.1	2	-1	0.2
28	O=C1N(c2ccccc2)C(c2ccco2)C1(F)F (centres undefined)	-0.1	0	10	0.0
29	CCOC(=O)C1=C(C)N(c2ccc(OC)cc2)C(=O)/C1=C\c1ccc(Cl)cc1	0.1	5	12	-0.8
30	CCN(CC)C(=O)C1CCCN(Cc2ccc(SC)cc2)C1 (centres undefined)	-0.1	2	31	-0.1

Quoted at random: 4 records from the list.
entry	Structure	FBW7 act	TEAD-YAP inh	MITF inh	GPR151 ag
18	O=C(N/N=C/c1ccccc1Cl)c1cc[n+]([O-])cc1	0.6	2	8	3.1
19	O=C(CSc1ccccc1C(=O)NCCCN1CCCC1=O)NCc1ccco1	0.2	1	16	-0.9
20	CC(=O)Nc1ccc(CC2(C)C(=O)Nc3ccccc32)cc1 (centres undefined)	-0.2	5	5	-0.2
8	Cc1cc(/C=C(\C#N)c2nc3ccccc3[nH]2)c(C)n1C1CC1	0.0	-30	-1	2.1

(listing goes on)
entry	Structure	FBW7 act	TEAD-YAP inh	MITF inh	GPR151 ag
31	O=C(Cn1cnc2c(nnn2-c2cccc(Cl)c2)c1=O)NCc1ccccc1	0.1	-9	5	1.1
32	Cc1cc(C)c2oc(-c3cccc(NC(=S)NC(=O)c4cccnc4)c3)nc2c1	0.0	-13	9	0.6
33	O=C(CCNC(=O)Cn1cnc2ccccc2c1=O)NCC1COc2ccccc2O1 (centres undefined)	0.1	-11	-11	0.5
34	Cc1ncc(CO)c(/C=N/NC(=O)c2cc(I)ccc2O)c1O	-0.2	-4	2	0.4
35	Cc1ccc(-c2noc(CN(C)C(=O)Nc3ccccc3C)n2)cc1	0.3	-2	13	-1.8
36	COc1ccc(C(=O)O)cc1S(=O)(=O)Nc1cccc(C)c1	0.0	8	26	0.1
37	Cc1ccccc1NC(=O)Cn1cnc2c(cnn2C(C)(C)C)c1=O	0.4	3	7	-1.1
38	O=C(Nc1ccc(Oc2ccccc2)cc1)c1cc(-c2cccs2)nc2ccccc12	0.1	17	10	1.4
39	CNCc1cc(Cl)cc(OC)c1OC(C)C	0.1	-3	-1	0.5
40	CCCCCOC(=O)CCSc1n[nH]c(=O)[nH]c1=O	0.8	-5	24	-2.0
41	COCCNC(=O)c1ccc(-c2ccc(O)cc2)nc1N(C)C	0.2	-3	4	0.2
42	COc1cc(C)nc(NS(=O)(=O)c2ccccc2Cl)n1	-0.2	7	10	3.3
43	COc1ccc(NC(=S)NNS(=O)(=O)c2ccc(NC(C)=O)cc2)cc1	0.1	44*	20	-0.2
44	Cc1ccc(C2Oc3ccccc3C3=C2C(c2ccc(F)cc2)n2ncnc2N3)cc1 (centres undefined)	-0.1	-9	14	-1.6
45	O=C(CN1C(=O)NC(Cc2ccccc2)C1=O)NC(=O)Nc1ccc2c(c1)OCCO2 (centres undefined)	0.0	-6	0	-0.2
46	Cc1ccc(N2CCN(c3ccc(C)cc3)C2c2ccncc2)cc1	0.0	7	15	-0.1
47	CCc1ccccc1S(=O)(=O)Cc1ccc(C(=O)NC(C)C)o1	-0.1	-2	-4	2.9
48	O=C(Nc1ccccc1[N+](=O)[O-])c1cccc(S(=O)(=O)N2CCCC2)c1	-0.1	-6	15	-1.1
49	O=C(Cc1cc2ccccc2[nH]1)NC(C(=O)Nc1ccc2c(c1)OCO2)c1ccccc1 (centres undefined)	-0.2	-7	7	-1.6
50	COCCOC(=O)c1cc([N+](=O)[O-])cc2c1-c1ccc([N+](=O)[O-])cc1C2=O	-0.3	6	2	-0.5
51	O=C(Nc1ccc(Cl)cc1F)C1CC(=O)N(c2ccc(F)cc2)C1 (centres undefined)	0.3	8	14	-0.3
52	NNC(=O)c1cc(C(=O)NN)cc(S(=O)(=O)O)c1	0.5	-8	-1	-0.9
53	COC1C(C2COC3(CCCCC3)O2)OC2OC3(CCCCC3)OC21 (centres undefined)	0.0	4	11	1.1
54	CCCN1CCN(C(=O)c2cc3c(=O)n(CC)c4ccccc4c3s2)CC1	0.3	4	7	1.3
55	CC(=O)OC(COc1ccc(F)cc1)Cn1c(C)nc2ccccc21 (centres undefined)	0.9	6	11	-1.8
56	Cc1ccc(NC(=S)N(Cc2cccs2)C2CCCC2)cc1	0.1	-8	-5	-0.3
57	Cn1c(=O)c2sccc2n2c(CCCC(=O)N3CCN(c4ccccn4)CC3)nnc12	0.0	-7	-3	0.6
58	Cc1ccc(NC(=O)NCCCN2CCOCC2)cc1	-0.1	1	-5	1.6
59	COc1ccc(-c2ncc([C@@H]3C[C@H]4CN(c5ccccc5)C(=O)[C@]45CCCN35)cn2)cc1	-0.1	-18	-9	-0.1
60	Cc1cc(O)c(C(c2ccco2)c2c(O)cc(C)n(C)c2=O)c(=O)n1C	-0.2	1	12	0.0
61	COc1ccc(CC(=O)N2CCCC(C(=O)Nc3cccc(-n4cnnn4)c3)C2)cc1 (centres undefined)	0.0	-27	8	0.4
62	Cc1noc(C)c1-c1nc(NCCN2CCOCC2)c2ncn(-c3ccccc3)c2n1	0.0	17	18	-0.2
63	COc1ccc(N=C2S/C(=C\c3ccc(O)cc3)C(=O)N2c2ccc(OC)cc2)cc1	0.3	9	5	-0.8
64	COCCNc1oc(-c2ccccc2)nc1S(=O)(=O)c1ccc(C)cc1	-0.1	-1	2	6.1*
65	Nc1nnnn1/N=C/c1ccc(OCc2ccc(Cl)cc2)cc1	-0.1	5	-2	1.4
66	Oc1ccc(N2CCN(c3ncnc4sc5c(c34)CCC5)CC2)cc1	-0.1	-23	1	-1.0
67	CN1CC=C2C(C(=O)O)=C(N)C(C#N)(C#N)C(c3ccco3)C2C1 (centres undefined)	-0.3	0	6	2.2
68	COc1ccc(NC(=O)CC(C)S(=O)(=O)c2cc3c(cc2C)NC(=O)CO3)cc1OC (centres undefined)	-0.2	-11	4	1.0
69	CCOc1cc2c(c([N+](=O)[O-])c1)NC(c1cccc(Cl)c1Cl)C1CC=CC21 (centres undefined)	0.1	-3	14	-0.9
70	CSC1=NC2(CCCCC2)C2=C(CCCC2)N1	0.2	5	14	0.0
71	CC(=O)c1ccc(NC(=O)COC(=O)c2cc3c(s2)CCC3)cc1	-0.2	2	13	1.9
72	CCOc1ccc(-c2noc(-c3ccco3)n2)cc1OC	0.0	-57	7	-0.4
73	COC(=O)C1=C(C)Nc2nnnn2C1c1ccc(C)o1 (centres undefined)	0.0	6	-7	-1.8
74	Cc1cc2c(c(-c3ccccn3)c1)OC(CNC(=O)CC(C)(C)C)C2 (centres undefined)	0.0	3	-1	3.6
75	CCC(O)c1nc2ccccc2n1Cc1ccc(F)cc1 (centres undefined)	-0.1	-11	-2	0.1
76	CCOc1cc(CN2CCc3c(nc(N4CCCCC4C)[nH]c3=O)C2)ccc1O (centres undefined)	-0.1	4	-5	-0.3
77	C=CCSc1nnc2c(n1)OC(c1ccc(OC)c(OC)c1)N(C(C)=O)c1ccccc1-2 (centres undefined)	0.2	-1	18	-0.2
78	Cc1cc(=O)n(CC(=O)Nc2ccc3c(c2)OCCO3)c(-n2nc(C)cc2C)n1	-0.1	2	-1	-0.2
79	O=C(O)C1CCC(=O)N1C(=O)/C=C/c1ccccc1 (centres undefined)	-0.1	7	-5	0.6
80	Cc1ccc(C(C)C)c(Oc2ccccc2NC(=O)c2cc(Cl)cc(Cl)c2O)c1	0.0	9	6	-0.4
81	O=C(NCc1cccs1)C(=O)Nc1cc(Cl)ccc1Cl	0.0	-19	-12	-0.5
82	COc1ccc(OC)c(NC(=O)Nc2ccc(Br)c(Cl)c2)c1	0.0	-8	14	3.0
83	CCOC(=O)c1ccc(NC2c3ncccc3C(=O)N2Cc2ccco2)cc1 (centres undefined)	-0.2	-3	19	-0.1
84	CC(C)OC(=O)Oc1ccc2oc(=O)sc2c1	0.0	1	3	-0.7
85	O=C1NC(=Nc2cccnc2)S/C1=C/c1ccc(O)cc1	-0.1	-7	-3	1.0
86	CCCNc1nc(NCC)nc2c1ncn2-c1ccsc1	-0.2	24	0	-0.5
87	Cc1cn2ccccc2c1P(=Nc1ccccc1)(N1CCOCC1)N1CCOCC1	-0.1	0	1	-0.6
88	COc1cccc(NC(=O)CSc2cn(CC(=O)N3CCOCC3)c3ccccc23)c1	0.6	2	0	-0.3
89	CCOC(=O)c1nnn(-c2nonc2N)c1CSc1nc2ccccc2[nH]1	-0.1	0	-7	-1.1
90	CCCNC(=O)CCc1nc(-c2ccc(Cl)cc2)no1	-0.1	-5	0	-2.5

Full records, quoted from the list:
Profile of `CCOC(=O)c1nnn(-c2nonc2N)c1CSc1nc2ccccc2[nH]1` : FBW7 act: -0.1; TEAD-YAP inh: 0; MITF inh: -7; GPR151 ag: -1.1
Profile of `Cc1cn2ccccc2c1P(=Nc1ccccc1)(N1CCOCC1)N1CCOCC1` : FBW7 act: -0.1; TEAD-YAP inh: 0; MITF inh: 1; GPR151 ag: -0.6

Individual results from above.
MITF inh with entry 88 = 0
MITF inh with entry 79 = -5

Next compounds
entry	Structure	FBW7 act	TEAD-YAP inh	MITF inh	GPR151 ag
91	CCOC(=O)c1nn(-c2ccc([N+](=O)[O-])cc2)c(=Nc2cccc3ccccc23)s1	-0.1	15	3	0.2
92	O=C(NCc1cccc(C(F)(F)F)c1)c1ccc2nc(N3CCN(c4ccccn4)CC3)sc2c1	0.0	-5	1	-1.0
93	CS(=O)(=O)N1CCN(c2cccc(Cl)c2)CC1	0.0	-2	8	0.1
94	N#CC1=C(N=Cc2cc(Cl)cc(Cl)c2O)CCC1	0.0	2	3	2.2
95	O=C1N=C(N2CCOCC2)S/C1=C1\C(=O)N(Cc2ccccc2)c2ccc(Br)cc21	0.0	-3	9	-0.6
96	Cc1ccc(N(C(=O)c2ccc(F)cc2)C2C=CS(=O)(=O)C2)cc1C (centres undefined)	0.0	3	2	1.3
97	CCOC(=O)c1c(C)[nH]c(C(=O)NNC(=O)c2cccc(C)c2)c1C	0.2	-33	11	-1.8
98	O=c1oc2ccc(Cl)cc2cc1-c1nnc(Nc2ccc(Cl)cc2Cl)s1	-0.1	5	-4	1.2
99	Cc1ccc(C)c(-n2c(SCC(=O)Nc3nnc(C)s3)nnc2-c2ccoc2C)c1	0.1	5	9	-0.9
100	COc1ccc(/C=C/C(=O)NC23CC4CC(CC(C4)C2)C3)cc1OC	-0.1	1	-6	-0.5
